Source: PubChem BioAssay (The Scripps Research Institute Molecular Screening Center)
GSTO1 inh = GSTO1 inhibition, counter-screen for RBBP9 inhibitors; P78417; AID 1974; actives 1.1% (n = 300,000); recombinant GSTO1, activity-based probe fluorescence polarization; inhibition, % at 5.96 µM;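 active means inhibition above the campaign mean inhibition plus 3 SD, cut at about 35% in these data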;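 further: 0% = GSTO1-1 with DMSO and 100% = wells lacking GSTO1-1 enzyme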
PAFAH1B2 FP inh = blocks human PAF acetylhydrolase 1b catalytic subunit 2; recombinant PAFAH1B2, FP-rhodamine activity probe, fluorescence polarization; inhibition, % at 3.39 µM; actives 1.2% (n = 340,000);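 active means inhibition above the mean of all tested compounds plus 3 SD, cut at about 24% in these data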;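 further: 0% = enzyme with DMSO and 100% = wells lacking PAFAH1B2; many of its hits are not listed in these tables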
PME-1 primary = PME-1 (human) inhibition; Q9Y570; recombinant PME-1, FP-Rh probe fluorescence polarization; inhibition, % at 5.9 µM; actives 0.53% (n = 320,000);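 active means inhibition above the campaign mean of all compounds plus 3 SD, cut at about 26% in these data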;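 further: competitive labeling of PME-1 active site by serine hydrolase directed probe; 0% = PME-1 with DMSO and 100% = wells lacking PME-1 enzyme; inhibitors block probe labeling so polarization falls and inhibition rises; many of its hits are not listed in these tables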
Target sequence (Q9Y570 whole entry, looked up): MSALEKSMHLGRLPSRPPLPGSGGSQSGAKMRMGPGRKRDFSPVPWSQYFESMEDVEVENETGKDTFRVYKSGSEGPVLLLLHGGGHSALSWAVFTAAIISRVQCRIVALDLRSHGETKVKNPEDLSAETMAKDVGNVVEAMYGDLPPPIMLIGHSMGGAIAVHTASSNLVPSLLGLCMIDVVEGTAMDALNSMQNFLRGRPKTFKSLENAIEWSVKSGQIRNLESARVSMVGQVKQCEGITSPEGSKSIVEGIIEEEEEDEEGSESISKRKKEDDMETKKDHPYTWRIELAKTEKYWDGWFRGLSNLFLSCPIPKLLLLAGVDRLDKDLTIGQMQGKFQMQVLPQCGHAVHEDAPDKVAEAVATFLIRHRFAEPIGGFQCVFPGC
PAFAH1B3 FP inh = inhibitors of human PAFAH1B3. Q15102. recombinant PAFAH1B3, FP-rhodamine probe, fluorescence polarization. inhibition, % at 3.39 µM. actives 0.28% (n = 340,000). AID 492972;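 active means inhibition above the screen-wide average of all tested compounds plus 3 SD, cut at about 25% in these data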;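 further: 0% = enzyme with DMSO only and 100% = wells lacking PAFAH1B3 protein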
Target sequence (Q15102 whole entry, looked up): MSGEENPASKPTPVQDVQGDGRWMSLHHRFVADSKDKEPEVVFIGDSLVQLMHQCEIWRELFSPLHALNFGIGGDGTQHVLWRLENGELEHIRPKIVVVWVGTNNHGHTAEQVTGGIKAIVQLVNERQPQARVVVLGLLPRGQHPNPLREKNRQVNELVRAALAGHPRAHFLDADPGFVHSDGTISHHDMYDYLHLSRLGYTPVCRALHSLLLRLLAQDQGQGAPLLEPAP
pPAFAH FP inh = inhibitors of human plasma PAF acetylhydrolase (pPAFAH). Q13093. recombinant pPAFAH, FP-rhodamine probe fluorescence polarization. inhibition, % at 3.39 µM. actives 1.5% (n = 330,000);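 active means inhibition above the mean inhibition across the screen plus 3 SD, cut at about 25% in these data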;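 further: inhibitors block binding of the rhodamine activity-based probe so polarization drops; 0% = enzyme with DMSO and 100% = wells lacking pPAFAH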
Target sequence (Q13093 whole entry, looked up): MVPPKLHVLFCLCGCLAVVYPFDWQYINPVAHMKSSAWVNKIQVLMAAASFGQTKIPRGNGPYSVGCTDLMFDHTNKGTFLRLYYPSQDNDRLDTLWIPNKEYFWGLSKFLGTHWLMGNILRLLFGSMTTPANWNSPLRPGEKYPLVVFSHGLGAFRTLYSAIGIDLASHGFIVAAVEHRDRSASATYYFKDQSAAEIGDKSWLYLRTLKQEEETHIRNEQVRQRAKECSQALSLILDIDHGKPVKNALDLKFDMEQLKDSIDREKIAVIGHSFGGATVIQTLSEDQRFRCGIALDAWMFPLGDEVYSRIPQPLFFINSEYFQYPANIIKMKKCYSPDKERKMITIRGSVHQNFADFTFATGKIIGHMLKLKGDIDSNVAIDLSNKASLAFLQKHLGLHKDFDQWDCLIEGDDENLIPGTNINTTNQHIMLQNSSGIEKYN
PAFAH2 inh = inhibitors of human PAFAH2; Q99487; recombinant PAFAH2, FP-rhodamine activity probe, fluorescence polarization; inhibition, % at 3.39 µM; actives 0.99% (n = 340,000);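 active means inhibition above the mean over all tested compounds plus 3 SD, cut at about 30% in these data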;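 further: inhibitors block probe labeling of enzyme so polarization drops; 0% = enzyme with DMSO and 100% = wells lacking PAFAH2 protein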
LYPLA1 inh = LYPLA1 (human) inhibition in PME1 counter-screen; recombinant LYPLA1, FP-Rh probe fluorescence polarization; inhibition, % at 5.9 µM; actives 0.16% (n = 320,000); AID 2174;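 active means inhibition above the mean of all tested compounds plus 3 SD, set per campaign, cut at about 14% in these data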;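 further: inhibitors block serine hydrolase probe labeling of LYPLA1 so polarization falls; 0% = enzyme with DMSO and 100% = wells lacking LYPLA1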
PAD4 FP inh = PAD4 (human) enzyme inhibition. recombinant PAD4, RCA probe fluorescence polarization. inhibition, % at 6.36 µM. actives 0.41% (n = 330,000);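 active means percent inhibition above a cutoff equal to the mean of all tested compounds plus 3 SD, cut at about 15% in these data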;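 further: 0% = PAD4 with RCA probe and DMSO and 100% = probe without PAD4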
Fam108B inh = counter-screen for RBBP9 inhibitors: inhibitors of mouse Fam108B; recombinant Fam108B, FP-Rh probe fluorescence polarization; inhibition, % at 9.51 µM; actives 0.33% (n = 300,000);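 active means inhibition above the screen mean inhibition plus 3 SD, computed separately per campaign, cut at about 18% in these data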;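 further: inhibitors lower polarization as less probe binds the enzyme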
Active calls of the source: *; . = no result given.

#	SMILES	LYPLA1 inh	PAFAH1B3 FP inh	Fam108B inh	pPAFAH FP inh	PME-1 primary	PAFAH2 inh	GSTO1 inh	PAFAH1B2 FP inh	PAD4 FP inh
1	CC(=O)c1ccccc1C(=O)N1CCCC(N2CCN(Cc3ccc4c(c3)OCO4)CC2)C1 (centres undefined)	0.7	-0.6	-0.1	0.5	3.3	3.1	-6.0	1.0	-1.2
2	CCN(CC)C(=O)[C@H]1CC(CC(=O)NCc2ccco2)C(=O)N2CCc3c([nH]c4ccccc34)[C@]12C (some centres undefined)	.	1.1	.	-0.3	.	4.0	.	8.2	1.2
3	COc1cc(NC(=O)Cn2cnc3c(nc4n3CCCCC4)c2=O)cc(OC)c1OC	3.5	10.6	0.4	1.9	-4.0	6.6	-8.0	4.7	0.0
4	Nc1ncnc2c1ncn2CCN1CCCCC1	-2.2	1.9	6.8	-5.8	-11.1	-5.8	7.9	0.3	-1.0
5	O=C(Nc1ccc(F)c(F)c1)C1CCCCC1	-2.8	2.3	3.6	-2.2	0.0	7.4	1.8	5.9	-2.1
6	CCOC(=O)C1CCN(C(=O)C2CCC(=O)N(Cc3cccc(C(F)(F)F)c3)C2)CC1 (centres undefined)	3.3	13.5	-1.1	3.4	8.2	1.4	1.1	5.0	1.7
7	CCC1(c2ccc(F)cc2)NC(=O)N(CC(=O)N(CCC#N)c2ccccc2)C1=O (centres undefined)	-2.4	4.8	-2.4	1.6	6.7	3.9	2.7	4.0	1.3
8	CCC(C)(C)NC(=O)CN(C(=O)CCC(=O)Nc1nccs1)c1cccc(C)c1	-1.7	1.3	7.2	6.9	8.2	-4.4	8.6	4.3	0.4
9	Cc1ccc(C)c(OCC(=O)NNC(=O)CSC(=S)N2CCCC2)c1	0.4	-6.8	0.4	4.6	2.9	1.4	-6.6	0.3	0.9
10	COc1ccc(CCNc2oc(-c3ccc(OC)c(OC)c3)nc2P(=O)(OC)OC)cc1OC	1.0	4.7	2.8	-2.8	4.2	4.8	4.1	2.4	3.8
11	CCOc1ccc(NC(=O)Nc2cc(C(=O)O)ccc2N2CC3CC(C2)c2cccc(=O)n2C3)cc1 (centres undefined)	2.5	-4.5	3.7	30.4*	8.4	-0.8	-0.1	2.8	-3.0
12	CCOC(=O)N1CCC(N2Cc3cccc(C(=O)NC(C)c4ccc5c(c4)OCCO5)c3C2=O)CC1 (centres undefined)	-0.3	-1.2	-1.5	-1.1	-3.2	0.7	2.9	0.1	0.2
13	N=c1c(C(=O)NC2CCCC2)cc2c(=O)n3ccccc3nc2n1C1CCCCC1	0.4	3.3	-0.5	-1.5	1.1	-10.8	0.4	4.7	7.5
14	O=C(CNC(=O)c1ccccc1C(=O)O)c1ccccc1	-1.9	6.1	3.1	-0.1	4.1	-0.7	4.8	2.1	6.8
15	O=C1OC(C(=O)O)Cc2ccccc21 (centres undefined)	-1.0	14.3	-4.7	5.1	-3.3	-1.5	1.5	4.7	0.5
16	C=C(C)COc1ccc(-c2[nH]ncc2Oc2ccc(OC)cc2)c(O)c1	-3.5	7.0	0.9	12.9	-3.0	8.3	7.5	2.0	-1.1
17	CCc1ccc(S(=O)(=O)NCc2cn3cccc(C)c3n2)s1	4.9	4.0	-1.4	10.3	0.3	6.2	4.0	-2.5	-0.9
18	O=C(c1ccc(Cl)c(S(=O)(=O)Nc2ccccc2C(=O)N2CCc3ccccc3C2)c1)N1CCc2ccccc2C1	-2.1	-1.0	-2.6	3.5	7.1	25.2	1.7	9.5	-1.0
19	Cc1ccccc1OCC(=O)OCC(=O)NC1CC1	-1.1	3.8	.	4.8	-1.6	2.6	.	2.5	0.3
20	Cc1sc2ncnc(OCC(=O)Nc3ccc4c(c3)OCCO4)c2c1C	-6.1	2.9	-4.5	2.5	-3.6	-2.1	2.6	-3.2	-1.5
21	Cc1cccc(N(C)C(=S)Oc2ccc3ccccc3c2)c1	0.2	4.5	-3.1	-3.4	0.2	-2.0	0.1	0.3	-6.9
22	CCCc1nc(SCC(=O)N2c3ccccc3CC2C)c2c(C)c(C)sc2n1 (centres undefined)	-6.1	3.5	-1.3	-3.5	-1.1	1.5	1.3	3.3	-3.5
23	O=c1c2ccccc2nc(/C=C/c2ccc(Br)cc2)n1CCO	0.7	.	0.0	-3.3	-9.0	.	3.4	.	9.1
24	COc1ccc(CCNC(=O)CSc2nnc3c(n2)[nH]c2ccc(F)cc23)cc1OC	-4.0	5.2	2.2	-0.6	7.6	-6.6	0.7	2.0	0.4
25	Cc1ccc(N2Cc3ccccc3C2=S)cc1	0.5	-0.9	1.2	2.1	1.4	0.4	-4.7	4.2	-0.7
26	O=c1nc(N2CCCC2)nc(Nc2ccccc2)[nH]1	0.5	1.8	-0.1	-5.1	1.5	1.7	-1.6	3.6	-3.0
27	COCCNC(=O)C(=O)Nc1ccc(Cl)cc1C	-3.9	11.0	3.8	-0.2	2.7	0.0	-9.2	3.3	-3.5
28	CCN1CCN(c2ccc(N3CCN(S(=O)(=O)c4ccc(C)c([N+](=O)[O-])c4)CC3)nn2)CC1	-1.0	3.6	-1.1	3.7	17.7	-4.6	11.8	9.9	0.6
29	COc1ccc(NS(=O)(=O)c2ccc(O)c(NC(=O)c3ccc(S(=O)(=O)N4CCCCCC4)cc3)c2)cc1	-16.2	-16.1	-7.5	46.3*	-26.5	-26.0	-5.2	1.1	-5.2
30	CCc1ccc2oc(-c3ccc(N)cc3)nc2c1	-0.6	7.7	1.5	11.8	4.0	8.2	4.5	3.9	0.4
31	C/C(=N\O)c1ncc(C(F)(F)F)cc1Cl	-2.9	7.2	1.4	-7.4	-4.6	-2.1	8.8	2.6	-1.9
32	c1ccc(COc2ccc(CNCc3cccnc3)cc2)cc1	0.8	9.0	-1.1	3.3	-3.2	4.6	-2.2	15.2	3.3
33	Cc1cccc(C(=O)NC(NC(=S)Nc2ccc(S(N)(=O)=O)cc2)C(Cl)(Cl)Cl)c1 (centres undefined)	-15.8	-2.5	-4.6	-6.6	-3.0	-4.3	-23.9	-5.5	2.7
34	O=C(CSc1ncn[nH]1)Nc1ccc(S(=O)(=O)Nc2ncccn2)cc1	3.6	0.5	4.5	-4.2	10.4	-1.2	14.9	6.8	-4.3
35	CCN(CC)CCn1c2c(c(SCC(=O)Nc3nc4ccc(C)cc4s3)nc1=O)CCC2	-2.1	-2.6	-3.7	3.6	-2.7	0.6	7.4	-0.6	10.5
36	CCOC(=O)N1CCOCCOCCN(C(=O)OCC)CCOCC1	2.9	2.7	3.0	2.5	-0.8	-7.6	-9.3	6.3	-3.4
37	Cc1cc(C)n(-c2ccc(C(=O)Nc3nc4ccccc4s3)cc2)n1	-4.7	1.4	-5.2	-0.3	-5.5	-2.2	-6.5	-0.6	-0.4
38	COCCCN=Cc1c(C)[nH]n(-c2ccc(Br)cc2Br)c1=O	3.6	.	-0.8	2.1	-2.8	.	2.2	.	-5.7
39	COc1ccc(OCC(=O)NCc2n[nH]c(=O)c3ccccc23)cc1	0.0	6.0	6.0	11.9	0.0	-0.3	7.4	1.8	6.6
40	CC(NCc1cccs1)C(=O)Nc1cc(Cl)cc(Cl)c1 (centres undefined)	1.4	-2.2	4.5	4.6	-7.0	-3.7	15.7	1.2	2.3
41	O=C(NCCN1CCOCC1)c1ccc2c(c1)N(Cc1ccccc1)C(=O)c1ccccc1S2	-0.2	9.9	-0.7	0.7	-4.8	3.7	0.9	-3.2	-2.8
42	O=C(C(=O)N1CCN(Cc2ccccc2)CC1)c1c[nH]c2ccccc12	-2.0	16.4	-1.1	-0.6	5.7	-5.0	4.7	4.4	1.6
43	O=C(CCS(=O)(=O)c1cccc2nsnc12)N1CCN(c2ccccc2F)CC1	-2.7	4.0	3.0	5.8	0.5	-7.7	1.0	1.5	-1.4
44	COC(=O)c1cc(OC)c(OC)cc1NC(=S)N1CCN(c2ccccc2)CC1	-0.7	6.3	0.3	3.2	1.9	5.5	4.4	-2.8	-1.2
45	O=C(CN1CCCc2ccccc21)N/N=C/c1c(O)ccc2ccccc12	-12.3	30.8*	42.6*	12.4	31.1*	21.9	-6.3	12.8	-1.9
46	N#Cc1c2n(c(=S)n(-c3ccccc3)c1=O)CCCCC2	0.7	0.2	-1.2	3.1	4.8	-4.0	2.6	3.2	-0.2
47	CC1(C)C(=O)C2(CCCCC2)C(=O)OC1C(=O)c1ccccc1 (centres undefined)	-4.0	-2.2	-1.1	0.4	-4.0	-2.9	3.8	6.8	3.7
48	CCN(CC)Cc1c(O)ccc2c1O/C(=C\C=C\c1ccccc1)C2=O	-2.1	10.2	-7.2	-0.7	8.4	27.6	6.1	0.2	-2.8
49	O=C1/C(=C/c2ccncc2)SC(=S)N1Cc1ccccc1	3.1	4.5	1.2	0.8	-2.5	-1.7	-8.0	5.9	-4.8
50	Cc1ccc(S(=O)(=O)N(CC(=O)N2CCc3ccccc3C2)c2ccc(Cl)c(Cl)c2)cc1	1.2	2.3	1.4	3.1	-1.8	4.0	1.7	0.2	4.2
51	O=c1nc2n(c3c4c(sc13)CCC4)CCC2	1.6	8.4	-5.1	4.0	1.1	-3.2	1.2	-6.4	-2.9
52	O=C(COC(=O)COc1ccc(Cl)cc1)NCc1cccs1	0.7	13.4	0.3	16.1	-0.6	-5.9	-0.4	3.4	0.5
53	Cc1cc(NCCc2ccccc2F)n2ncnc2n1	-0.9	7.2	-1.2	1.6	-4.6	1.4	4.2	1.8	2.4
54	O=C(CN1C(=O)c2ccccc2S1(=O)=O)c1ccccc1Cl	-1.9	0.9	4.8	-1.9	-0.4	16.0	5.4	-1.1	-1.9
55	CCOC(=O)CN1CCC(c2ccccc2)CC1	-3.6	13.5	1.3	-2.8	-2.7	-0.3	1.8	-2.4	-1.8
56	COc1cccc(N(C(=O)C2COc3ccccc3O2)C(C(=O)NC2CCCCC2)c2ccc(O)cc2)c1 (centres undefined)	3.2	.	0.9	1.7	4.9	.	0.5	.	2.0
57	COc1cccc(CN2CC(C(=O)N(C)CC3CCOCC3)CCC2=O)c1 (centres undefined)	-1.2	16.3	1.1	-6.5	-2.1	4.7	3.0	1.4	-2.1
58	CC(=O)N(C)c1ccc(NC(=O)Nc2ccc(C)cc2)cc1	5.0	8.6	-2.2	2.5	-5.2	-0.1	1.3	-0.3	-0.4
59	CC(C)(C)OC(=O)NNc1c2ccccc2nc2ccccc12	0.3	9.0	10.9	13.9	17.6	10.4	-2.0	-0.8	-0.4
60	COc1ccc(CNC(=O)c2cc(-n3cnnc3)ccc2Cl)cc1	0.9	5.6	-0.5	-2.9	0.2	3.6	-4.2	5.0	-8.7

Continuation:
#	SMILES	LYPLA1 inh	PAFAH1B3 FP inh	Fam108B inh	pPAFAH FP inh	PME-1 primary	PAFAH2 inh	GSTO1 inh	PAFAH1B2 FP inh	PAD4 FP inh
61	Cc1ccc(OCC(O)CN2CCN(CCO)CC2)c(C)c1 (centres undefined)	-1.2	5.8	3.7	3.5	2.8	6.6	3.8	1.2	-0.7
62	COc1ccc(C(=O)NNC(=O)C(NC(=O)c2cc(OC)cc(OC)c2)C(C)C)cc1 (centres undefined)	1.3	0.6	.	1.4	-5.4	0.6	.	0.9	1.1
63	C=CCn1c(SC)nnc1C1COc2ccccc2O1 (centres undefined)	2.5	1.9	1.9	2.2	3.2	-0.9	4.7	3.6	1.1
64	O=C(c1ccc2ccccc2n1)N1CCN(c2ccccn2)CC1	-3.6	2.9	0.3	4.2	2.0	-7.5	3.4	2.5	-1.5

Some of the compounds tested; rates above refer to the full screens.
